IL1B secr inh – qHTS for Inhibitors of Inflammasome Signaling: IL-1-beta AlphaLISA Primary Screen | THP-1 LPS/ATP IL-1B secretion, AlphaLISA, 16 h; active compounds read low | activity change, % at 57.5 µM | 4.7% of 360,000 active | AID 743279, 2014; in the data active = activity change below about -50%; inconclusive = mostly about -30% to -49%; also: % is scaled to controls: 0 for no effect and ±100 for the full control effect
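THP-1 cells pretreated 1 hr with compounds (up to 57.5 uM final), then stimulated with LPS (250 ng/mL final) plus ATP (1.25 mM final); secreted IL-1B measured by AlphaLISA after 16 hr, decreased signal indicating inhibition.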
HepG2 viability – qHTS for Inhibitors of TGF-b: Cytotox Counterscreen; HepG2 CAGA-GFP viability, ATP luminescence, 18 h; Potency, µM (titrated, usually from 46.1 µM), inactives show top-dose activity change, negative = cytotoxicity, usual class: cytotoxic; 0.76% of 410,000 active; AID 588856, 2011; also: potency is read from the fitted curve at half-maximal effect; some results filed as inactive show a strong effect at the top dose
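CellTiter-Glo luminescence gave cytotoxicity after 18 hours at 37 degrees C. The cells were HepG2 CAGA-GFP in 1% FBS DMEM, stimulated with 500 pg/mL TGF-beta after compound addition. %Activity was normalised to no-cell wells (complete cell-killing) and DMSO (no toxicity), and curves were fitted and classified.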
A549 viability – Nrf2 qHTS screen for inhibitors: counterscreen for cytotoxicity; A549 ARE-Fluc cells, CellTiter-Fluor viability, 18-24 h; Potency, µM (highest dose often 46 µM), for the others: top-dose activity change, negative = cytotoxicity, hits mostly inhibitors; 0.16% of 390,000 active; also: potency is read from the fitted curve at half-maximal effect; % is scaled to controls: 0 for no effect and ±100 for the full control effect
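A549 ARE-Fluc cells in 5% FBS OPTI-MEM, 5000 cells/well, rested 2 h then exposed to compounds in concentration-response for 18-24 h at 37 °C. Viability by CellTiter-Fluor fluorescence (Ex 405/Em 525) after 30 min; luciferase luminescence (BugLite, 15 min, RT) read afterwards.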
Nrf2 ARE act – qHTS of Nrf2 Activators. Potency, µM (top dose mostly 46.1 µM), for the others: top-dose activation, usual class: activators. AID 624171, 2012. AREc32 ARE-luciferase reporter (MCF7-derived line), luminescence, 24 h. 0.31% of 410,000 active; also: potency is read from the fitted curve at half-maximal effect; % of control where 0% means no effect; nearly all actives have a fitted effect of over 65% in size
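ARE-driven firefly luciferase activity in AREc32 cells measured after a 24 hr compound exposure at 37 deg C, using Steady-Glo reagent and a 30 min room-temperature hold.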
ATXN2 expr inh – Primary qHTS for Inhibitors of ATXN expression; HEK-293 ATXN2-luciferase reporter, luminescence, 24 h; Potency, µM (highest dose often 57 µM), inactives show at the highest dose activity change, negative = inhibition, hits mostly inhibitors; 0.72% of 360,000 active; AID 1745845, 2022; also: potency is read from the fitted curve at half-maximal effect; % is scaled to controls: 0 for no effect and ±100 for the full control effect; nearly all actives have a fitted effect of over 55% in size
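ATXN2-luciferase reporter cells (luciferase flanked by upstream and downstream ATXN2 gene portions) were treated 24 h at 37 °C with compounds at up to 57 uM. SteadyGlo luminescence gave expression; GF-AFC fluorescence gave viability.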
MCF10A rereplic – A quantitative high throughput screen for small molecules that induce DNA re-replication in MCF 10a normal breast cells. MCF 10A DNA re-replication, Hoechst nuclear intensity, 48 h. Potency, µM (top dose mostly 46.1 µM), for inactives: at the top dose activity, positive = re-replication, actives largely listed as activators. 2.9% of 350,000 active; also: potency is read from the fitted curve at half-maximal effect; % of control where 0% means no effect; nearly all actives have a fitted effect of over 50% in size
Nrf2 block – Nrf2 qHTS screen for inhibitors. A549 ARE-Fluc reporter, luciferase luminescence, 18-24 h. Potency, µM (doses to about 46 µM), without a hit: top-dose activity change, negative = inhibition, usual class: inhibitors. 2.1% of 360,000 active. AID 504444, 2011; also: potency is read from the fitted curve at half-maximal effect; % is scaled to controls: 0 for no effect and ±100 for the full control effect; nearly all actives have a fitted effect of over 60% in size
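Concentration-response testing used A549 ARE_Fluc cells at 5000 cells/well. Following an 18-24 h compound incubation, viability was read by fluorescence (Ex 405/Em 525) and luciferase output by luminescence.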
S2 tox – Viability Counterscreen for Primary qHTS for Inhibitors of ATXN expression | Potency, µM (series often up to 56.7 µM), most hits filed as cytotoxic | 0.49% of 400,000 active | S2 cells (HEK-293 line with an ATXN2-luciferase reporter) viability, CellTiter-Fluor protease fluorescence, 24 h | AID 651635, 2014; also: potency is read from the fitted curve at half-maximal effect; nearly all actives have a fitted effect of over 40% in size
TGFb SMAD3 inh – qHTS for Inhibitors of TGF-b; HepG2 CAGA-GFP TGF-b/SMAD3 reporter, GFP fluorescence, 18 h; TGF-beta stimulated, 500 pg/mL final; Potency, µM (series often up to 46.1 µM), inactives show at the top dose activity, negative = inhibition, hits mostly inhibitors; 1.2% of 410,000 active; AID 588855, 2011; also: potency is read from the fitted curve at half-maximal effect; % is scaled to controls: 0 for no effect and ±100 for the full control effect; nearly all actives have a fitted effect of over 65% in size
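Per well, imaged GFP fluorescence of HEPG2 CAGA-GFP cells gives the signal; cells get compound, then TGF-beta (500 pg/mL final), 18 h at 37 degrees C; %Activity versus -TGF-beta and +DMSO controls.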
Starred values were filed as active, the others as inactive; i = inactive; u = inconclusive; x = no result given; & = joins results of further samples; [ ] = another dose, or the depositor's remark. Unless noted, calls follow the shape of the dose curve; as a rule, active = well fitted curve in the direction sought with a large enough effect; inconclusive = small, poorly fitted or top-dose-only effect, or another doubt; inactive = no such curve, though single readings can be large; an effect the other way counts as inactive or inconclusive.

Screens in order: IL1B secr inh, HepG2 viability, A549 viability, Nrf2 ARE act, ATXN2 expr inh, MCF10A rereplic, Nrf2 block, S2 tox, TGFb SMAD3 inh
> Cc1ccc(NC(=O)c2ncn(CCCNCc3ccccn3)n2)cc1C
    -17, -15%, 0%, 4.3%, -10%, u, 5%, i, 0%
> CCc1cccc(NC(=O)CSc2nccn2C)c1
    x, 2%, 1%, -1.0%, 58%[activator], x, u, i, -2%
> Cc1cccc(C)c1NC(=O)CN(C)C(=O)c1ccccc1OCc1ccc(F)cc1
    1, -1%, u, -0.4%, -8%, 12%, 2%, i, 3%
> CCOc1ccc2[nH]c(=S)[nH]c2c1
    15, 10%, 1%, 3.5%, -2%, -1%, x, i, 0%
> COc1ccc(NC(=O)C2=CC(c3ccco3)=NS(=O)(=O)N2C)cc1
    -1, 0%&-37%, -19%&0%, -1.7%&0.2%, 8%&-2%, -2%, u, i, 0%&4%
> COc1ccc(/C(C)=N/OCC(=O)N=Nc2c(O)[nH]c3ccccc23)cc1
    49, 32%, u, -0.4%, -31%, u, u, i, 13%
> Cc1nnc(N2CCCC(C(=O)NCc3ccc(OC(C)C)cc3)C2)c2nn(-c3ccccc3)c(C)c12 (stereo not given)
    u, -25%, u, 6.5%, u, u, u, 16µM*, -28%
> Cc1ccc2c(c1)nc1c3ccccc3nc(-c3ccccc3N)n21
    -19, -13%, x, -0.4%, x, x, x, i, 11%
> CCN(CC)CCCn1c2c(c(SCC(=O)Nc3ccc(OC(F)(F)F)cc3)nc1=O)CCC2
    -69*, -55%, -22%, 3.6%, -15%, u, 20%, u, -22%
> O=C(O)C1(P(=O)(c2ccccc2)c2ccccc2)CCC1
    0, 13%, 1%, 0.1%, 1%, 0%, 19%, i, 2%
> Cc1ccc(Nc2nc3ccccc3n3cnnc23)c(Cl)c1
    -10, -3%, 2%, -0.1%, 2%, 3%, -7%, i, -11%
> CCCCNS(=O)(=O)c1ccc(NC(=O)c2c(-c3ccccc3)noc2C)cc1
    x, -19%, 3%, 3.4%, -26%, x, -6%, i, u
> Cc1ccc(-c2csc(N/N=C/c3ccco3)n2)c(C)c1
    13, -13%, -3%, 9.9%, 28%, u, u, i, -10%
> CCCNC(=O)c1ccc(S(=O)(=O)c2ccc(OC)cc2)c([N+](=O)[O-])c1
    -92*, 11%, -9%, u, -32%, u, 5%, i, 0%
> CCN(Cc1ccccc1)C(=O)c1cc2c(=O)[nH]c3ccc(C)cc3c2s1
    x, 0%, 2%, -0.7%, -11%, x, u, i, 14%
> CCCn1nc(NC(=O)C(C)(C)C)c2cc3cc(OC)ccc3nc21
    64, 13%, 4%, 1.3%, -1%, 15µM*, 1%, x, 2%
> COc1cc(-c2nc(Cn3nnc(C(=O)Nc4cc(C)cc(C)c4)c3C)c(C)o2)cc(OC)c1OC
    x, -7%, -3%, -0.5%, 0%, x, -21%, i, -7%
> CC(NC(=O)CN1CCCC1)c1ccccc1 (stereo not given)
    -10, 12%, 3%, 0.0%, -7%, -12%, 6%, i, -2%
> Cc1cc(Nc2ccccc2)nn1C(=O)c1ccc(Cl)cc1
    8, 8%, 6%, 5.2%, 33%[activator], 0%, u, i, 12%
> Cc1cc(C)nc(NC(=O)CCN2C(=O)c3ccccc3S2(=O)=O)n1
    14, -4%, -4%, -0.5%, 5%, 3%, 12%, i, 0%
> CN1C(=O)/C(=C/c2ccccc2F)Sc2ccc(C(=O)NCC3CCCO3)cc21 (stereo not given)
    u, -26%, 2%, 8.2%, -37%, u, u, i, -19%
> O=C(Nc1ccc(Cl)cn1)Nc1ccc(Cl)cn1
    -12, 13%, 0%, 0.6%, x, 0%, u, i, -2%
> CC(C)Cn1c(-c2cccnc2)nc2c1c(=O)[nH]c(=O)n2CC(C)C
    -19, 1%, 0%, -0.1%, 8%, -2%, 9%, i, -9%
> Cc1nc2cc(C(=O)O)ccc2s1
    -8, -16%, 9%, 3.2%, 64%[activator], 1%, u, i, 14%
> CN1CCN(S(=O)(=O)c2ccc(NN)nc2)CC1
    35, 1%, 0%, 0.1%, 5%, -4%, 12%, i, -17%
> COc1ccc2cc3cc(C(=O)N4CCCCCC4)oc3nc2c1
    u, -13%, -6%, 0.1%, x, -9%, u, i, 3%
> Cc1ccc(CSC2=NCCN2C(=O)C2CC2)cc1
    -16, -17%, 3%, -0.7%, 2%, -4%, -7%, i, 1%
> CC(C)(C)CC(=O)Nc1ccccc1N1CCN(c2ccc(F)cc2)CC1
    -26, 2%, 1%, -0.4%, -15%, u, u, i, -23%
> COc1cc(NC(=O)c2cc(OC)c(OC)c(OC)c2)c2ncccc2c1
    u, -23%, 2%, 2.8%, -2%, 12%, u, i, -5%
> COc1cccc2sc(NNC(=O)C3=COCCO3)nc12
    -9, -22%, -8%, 0.8%, 37%, -1%, 3%, u, -8%
> Cc1cccc(NC(=O)c2cc(S(=O)(=O)N3CCCCC3)c[nH]2)c1C
    10, -18%&-21%, -11%&5%, -0.1%&3.9%, -15%&-1%, -2%, -10%&0%, u, -11%&9%
> Nc1nonc1C(=O)NCCNC(=O)c1ccccc1F
    -11, -4%, -2%, 0.1%, 11%, -1%, x, i, 13%
> NC(=O)CC(NC(=O)c1ccccc1)c1ccc(NC2CCN(Cc3ccccc3)CC2)c([N+](=O)[O-])c1 (stereo not given)
    -2, 4%, -6%, -0.4%, 11%, -8%, 2%, i, -3%
> C(=N\n1cnnc1)/c1ccc(-c2ccccc2)cc1
    u, 5%, -5%, 2.3%, 5%, 8%, -7%, i, -10%
> Cc1ccc(NC(=O)CN(CCc2ccccc2)S(=O)(=O)c2ccccc2)c(C)c1
    x, -2%, -6%, 4.0%, -22%, x, 0%, u, u
> CCC1C(=O)NCCN1C(=O)c1ccc2nc(Cc3ccc(OC)cc3)oc2c1 (stereo not given)
    45, -15%, 9%, 0.2%, 6%, -3%, 23%, i, 4%
> c1ccc(C(=NNc2nc3ccccc3s2)c2ccccn2)cc1
    -22, -6%, -23%, -0.7%, u, u, 9.2µM*, u, u
> O=C1c2cccc(OCC(=O)N3CCCc4ccccc43)c2CCN1Cc1ccc(F)cc1
    u, -20%, -2%, 0.6%, u, 15µM*, -24%, u, -12%
> N/C(=N\OC(=O)Cc1cccs1)c1ccc([N+](=O)[O-])cc1
    21, -3%, 0%, -0.8%, 14%, 2%, 4%, i, 5%
> CCOc1ccc(-n2cc(C(=O)Nc3ccc(Cl)cn3)c3cc(OC)c(OC)cc3c2=O)cc1
    -5, -4%, -8%, -0.7%, -8%, u, 4%, u, -3%
> CCOc1ccc2c(c1)C(C)=CC(C)(C)N2C(=O)Nc1ccccc1
    -8, -21%, 1%, 29%, 0%, u, 9%, i, 0%
> Cc1ccc(-n2ccnc(SCC(=O)NCCc3ccccc3)c2=O)cc1F
    -25, -4%, 5%, 1.6%, 1%, 16%, -6%, i, 0%
> COc1ccc([C@H]2C[C@H](O)[C@@H](n3cc(COC(=O)c4ccccc4)nn3)CN2CC2CCCCC2)cc1
    -9, -120%, x, -6.0%, u, x, x, x, u
> Cc1nn(C)c(C(=O)N/N=C/c2ccc(C(F)(F)F)cc2)c1[N+](=O)[O-]
    1, 5%, 1%, 0.9%, -2%, 4%, -3%, i, 3%
> CCn1c(SCc2cccc(Br)c2)nnc1-c1nonc1NC(C)=O
    x, -20%, 6%, -0.4%, -27%, x, u, i, u
> CCCCN(CC)CCNC(=O)c1[nH]c(C)c(C(C)=O)c1C
    29, 6%, 7%, -0.1%, u, 11%, 9%, i, -7%
> CCCCOC(=O)Nc1ccccc1C(N)=O
    -1, -5%, -17%, 0.1%, 18%, 2%, 9%, i, 2%
> O=C(Oc1ccc2c(=O)c(Cl)coc2c1)c1ccncc1
    -10, 12%, -5%, -0.5%, -1%, 0%, -3%, i, 3%
> CN(C)/C=N/c1ncc(C(=O)c2ccc(Cl)cc2Cl)s1
    -4, -25%, -1%, 2.8%, -6%, 2%, -2%, i, u
> O=C(c1cc(-c2cccnc2)nc2ccc(Br)cc12)N1CCN(c2ncccn2)CC1
    -6, -23%, -5%, 1.0%, 16%, 14%, -11%, i, 3%
> CCOC(=O)c1cccc(NC(=O)c2cc3c(=O)n(C)c4ccccc4c3n2C)c1
    x, 2%, 4%, -0.6%, -5%, x, u, i, 3%
> Cn1nc(C(=O)Nc2nc(-c3ccccn3)cs2)c2ccccc2c1=O
    17, -23%, -16%, 14%, -29%, 16%, -28%, i, -5%
> CS(=O)(=NS(=O)(=O)c1ccc(Cl)cc1)c1ccccc1 (stereo not given)
    3, 4%, 4%, -0.3%, x, 0%, 13%, i, -2%
> Cc1nn(-c2ccccc2)c(C)c1/C=N/NC(=O)c1ccccc1O
    -21, -3%, 0%, -0.2%, 13%, -6%, u, i, 1%
> COc1cccc(N2CCN(C(=O)CN3CCSc4ccccc43)CC2)c1
    x, -19%, -12%, 3.4%, -9%, x, x, i, -23%
> Cc1nn(Cc2ccc(Cl)cc2)c(C)c1NC(=O)c1cc(-c2ccco2)on1
    40, -47%, -13%, 0.5%, u, 23µM*, 12%, u, -13%
> O=C(Nc1ccc(Br)cc1)C1CC(c2c(F)cccc2Cl)=NO1 (stereo not given)
    -2, -24%, -3%, 2.9%, 8%, u, u, i, 2%

Screens (PubChem BioAssay)

No enrichment for hits; 8.8% or so of the library scored in one or more.
